High-throughput results deposited in PubChem by Broad Institute.
T cruzi intra: intracellular Trypanosoma cruzi inhibition | activity score (inhibition), % at 5.01 µM | intracellular Trypanosoma cruzi in host cells, plate reader | AID 651903 | 22,000 compounds, 4.9% hits; in the data active = activity score above about 55%; inconclusive = no clear call, values can overlap the other calls;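 also: parasites and compound incubated about four days before reading; 0% = median of neutral control wells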
INS-1E rescue: preserves ATP levels in cytokine-treated INS-1E cells; INS-1E cytokine-induced death, ATP luminescence, 48 h; normalised: neutral wells 0, positive control 100; AID 488910; protection from cytokine-induced ATP loss, % at 10 µM; 20,000 compounds, 0.1% hits;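 active = mean replicate protection from cytokine-induced ATP loss at least 50% and at least 75% of replicates each reaching 50%; inconclusive = meets only one of the two criteria, mean or replicate share; inactive = fails both the mean and replicate share criteria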
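Assay system – rat INS-1E insulinoma cell line · Quantity – 8000 cells per well · Buffer or medium – RPMI without phenol red, 5% FBS · Schedule – 48 h co-treatment, 10 min post-lysis read · Technique – luminescent ATP assay (CellTiter-Glo)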
Active calls of the source: *; ? = inconclusive; . = not tested or not shown.

SMILES | T cruzi intra | INS-1E rescue
C[C@@H]1CN([C@H](C)CO)C(=O)c2cccc(NC(=O)Nc3cccc4ccccc34)c2O[C@@H]1CN(C)S(=O)(=O)c1cccs1 | 1.3 | 6.2
C[C@H](CO)N1C[C@H](C)[C@@H](CN(C)Cc2ccc(-c3ccccc3)cc2)Oc2ccc(NC(=O)c3ccncc3)cc2C1=O | -6.8 | .
C[C@H](CO)N1C[C@H](C)[C@@H](CN(C)Cc2ccc(C(=O)O)cc2)Oc2c(NC(=O)Nc3cccc4ccccc34)cccc2C1=O | -2.4 | 7.5
COc1ccc(S(=O)(=O)N(C)C[C@H]2Oc3c(NC(=O)c4nc5ccccc5s4)cccc3C(=O)N([C@@H](C)CO)C[C@H]2C)cc1 | 30.2 | -19.4
C[C@@H]1CN([C@@H](C)CO)C(=O)Cc2cc(NC(=O)Cn3cnnn3)ccc2O[C@@H]1CN(C)S(C)(=O)=O | -9.7 | 5.3
C[C@H]1CN([C@@H](C)CO)C(=O)c2cc(NC(=O)Cn3cnnn3)ccc2O[C@@H]1CN(C)Cc1ccncc1 | 3.0 | 2.1
C[C@@H]1CN([C@H](C)CO)C(=O)c2cccc(NC(=O)C3CCOCC3)c2O[C@H]1CN(C)Cc1ccc(C(=O)O)cc1 | -17.5 | -3.1
C[C@@H]1CN([C@@H](C)CO)C(=O)c2cccc(NS(=O)(=O)c3ccc(F)cc3)c2O[C@H]1CN(C)C(=O)Nc1cccc2ccccc12 | 10.4 | 1.2
C[C@@H]1CCCCO[C@@H](CN(C)C(=O)Nc2ccc(F)cc2)[C@@H](C)CN([C@H](C)CO)C(=O)c2cc(NC(=O)C3CCCCC3)ccc2O1 | -0.8 | 2.4
CC(C)NC(=O)N(C)C[C@H]1Oc2c(NC(=O)c3ccc(-c4nccs4)cc3)cccc2C(=O)N([C@@H](C)CO)C[C@@H]1C | -35.7 | 14.6
C[C@@H]1CN([C@@H](C)CO)C(=O)c2cc(NC(=O)Nc3ccc(F)cc3)ccc2O[C@@H]1CN(C)Cc1ccc(-c2ccccc2)cc1 | ? | -33.6
C[C@H]1CN([C@@H](C)CO)C(=O)CCCn2nncc2CO[C@H]1CN(C)C(=O)Cc1ccccc1 | 4.0 | 3.5
C[C@H]1CN([C@@H](C)CO)C(=O)c2cc(NS(=O)(=O)c3ccc(F)cc3)ccc2O[C@@H]1CN(C)Cc1ccncc1 | -5.8 | -7.3
C[C@H](CO)N1C[C@H](C)[C@@H](CN(C)Cc2ccc(Cl)c(Cl)c2)Oc2c(NC(=O)NC3CCCCC3)cccc2C1=O | 45.2 | -13.2
C[C@H](CO)N1C[C@H](C)[C@H](CN(C)C)Oc2c(NC(=O)C3CC3)cccc2C1=O | -23.7 | 4.9
COc1ccc(NC(=O)N(C)C[C@H]2Oc3c(NC(=O)c4nc5ccccc5s4)cccc3C(=O)N([C@H](C)CO)C[C@H]2C)cc1 | -15.3 | -0.1
C[C@H]1CN([C@@H](C)CO)C(=O)c2cc(NC(=O)Nc3cccc4ccccc34)ccc2O[C@H]1CN(C)C(=O)Nc1ccc(F)cc1 | 5.2 | 5.5
C[C@@H]1CN([C@H](C)CO)C(=O)c2cccc(NC(=O)c3ccncc3)c2O[C@H]1CN(C)C(=O)NC1CCCCC1 | -4.7 | 9.0
C[C@H]1CN([C@@H](C)CO)C(=O)Cc2cc(NC(=O)Nc3ccccc3)ccc2O[C@H]1CN(C)C | -9.7 | -8.1
Cc1ccc(S(=O)(=O)N(C)C[C@H]2Oc3ccc(NC(=O)Cc4cn(C)c5ccccc45)cc3C(=O)N([C@@H](C)CO)C[C@H]2C)cc1 | 30.8 | -8.4
CNC[C@@H]1Oc2ccc(NS(=O)(=O)c3ccc(Cl)cc3)cc2C(=O)N([C@@H](C)CO)C[C@@H]1C | 1.9 | 7.6
C[C@@H]1CN([C@@H](C)CO)C(=O)c2cccc(NS(=O)(=O)c3cccs3)c2O[C@@H]1CN(C)S(C)(=O)=O | -11.0 | 6.8
CC(C)NC(=O)N(C)C[C@@H]1Oc2ccc(NC(=O)NC3CCCCC3)cc2C(=O)N([C@H](C)CO)C[C@H]1C | 0.3 | 2.9
C[C@@H]1CN([C@H](C)CO)C(=O)Cc2cc(NS(=O)(=O)c3cn(C)cn3)ccc2O[C@H]1CN(C)C(=O)Nc1ccc2c(c1)OCO2 | -7.3 | 25.0
C[C@@H]1CN([C@@H](C)CO)C(=O)c2cc(NC(=O)Nc3ccc(F)cc3)ccc2O[C@@H]1CN(C)Cc1ccc(Cl)c(Cl)c1 | 14.8 | -37.4
Cc1ccccc1CN(C)C[C@H]1OCc2cn(nn2)CCCC(=O)N([C@@H](C)CO)C[C@@H]1C | -8.6 | .
CC(C)NC(=O)N(C)C[C@@H]1Oc2c(NC(=O)C3CC3)cccc2C(=O)N([C@H](C)CO)C[C@H]1C | -26.4 | 2.6
COc1ccc(NC(=O)Nc2ccc3c(c2)C(=O)N([C@@H](C)CO)C[C@@H](C)[C@@H](CN(C)C(=O)Nc2ccc(F)cc2)O3)cc1 | -3.1 | -3.8
C[C@@H]1CN([C@@H](C)CO)C(=O)Cc2cc(NC(=O)Cn3cnnn3)ccc2O[C@@H]1CN(C)Cc1ccc(C(F)(F)F)cc1 | -13.3 | 1.7
COc1ccc(NC(=O)Nc2cccc3c2O[C@H](CN(C)Cc2ccncc2)[C@H](C)CN([C@@H](C)CO)C3=O)cc1 | -18.0 | 0.5

Single records, as listed above. Order of values: T cruzi intra, INS-1E rescue
C[C@@H]1CN([C@H](C)CO)C(=O)Cc2cc(NS(=O)(=O)c3cn(C)cn3)ccc2O[C@H]1CN(C)C(=O)Nc1ccc2c(c1)OCO2 is entered as -7.3, 25.0
Cc1ccccc1CN(C)C[C@H]1OCc2cn(nn2)CCCC(=O)N([C@@H](C)CO)C[C@@H]1C is entered as -8.6, .

New compounds follow:
SMILES | T cruzi intra | INS-1E rescue
C[C@@H]1CN([C@@H](C)CO)C(=O)c2cccc(NC(=O)C3CCCCC3)c2O[C@@H]1CN(C)Cc1ccncc1 | 14.2 | 10.8
O=C(N/N=C/c1ccc(-c2ccccc2)c(F)c1)c1ccccc1O | 2.6 | -20.6
C[C@@H]1CN([C@@H](C)CO)C(=O)c2cc(NC(=O)CCC(F)(F)F)ccc2O[C@@H]1CN(C)C(=O)Nc1ccccc1 | 17.0 | 3.3
C[C@H]1CN([C@@H](C)CO)C(=O)c2cc(NC(=O)Nc3ccccc3)ccc2O[C@@H]1CN(C)S(=O)(=O)c1cn(C)cn1 | -14.6 | 3.3
C[C@H](CO)N1C[C@H](C)[C@@H](CN(C)S(C)(=O)=O)Oc2ccc(NC(=O)C3CC3)cc2C1=O | -4.0 | 6.8
Cc1ccc(S(=O)(=O)Nc2cccc3c2O[C@@H](CN(C)S(=O)(=O)c2ccc(F)cc2)[C@H](C)CN([C@H](C)CO)C3=O)cc1 | 8.6 | 9.8
COc1ccc(NC(=O)N(C)C[C@H]2Oc3c(NS(=O)(=O)c4ccc(Cl)cc4)cccc3C(=O)N([C@H](C)CO)C[C@@H]2C)cc1 | -1.1 | 4.5
C[C@@H]1CN([C@@H](C)CO)C(=O)Cc2cc(NC(=O)c3ccncc3)ccc2O[C@@H]1CN(C)S(=O)(=O)c1cccs1 | 2.4 | 3.0
C[C@@H]1CN([C@H](C)CO)C(=O)c2cccc(NC(=O)NC3CCCCC3)c2O[C@H]1CN(C)Cc1ccc(C(F)(F)F)cc1 | 85.3* | -8.4
C[C@H](CO)N1C[C@H](C)[C@H](CN(C)S(=O)(=O)c2ccc(Cl)cc2)Oc2c(NC(=O)CCCCCC(=O)Nc3ccccc3N)cccc2C1=O | 73.7* | 10.1
C[C@@H]1CN([C@H](C)CO)C(=O)c2cccc(NC(=O)Nc3ccc4c(c3)OCO4)c2O[C@H]1CN(C)Cc1ccncc1 | 19.9 | -1.3
COc1ccc(NC(=O)N(C)C[C@H]2Oc3ccc(NC(=O)Cc4ccccc4)cc3C(=O)N([C@@H](C)CO)C[C@H]2C)cc1 | -5.1 | .
CNC[C@H]1Oc2ccc(NC(=O)C3CCCCC3)cc2CC(=O)N([C@@H](C)CO)C[C@@H]1C | -25.2 | 10.9
COc1ccc(CN(C)C[C@H]2Oc3ccc(NS(=O)(=O)c4ccc(F)cc4)cc3C(=O)N([C@H](C)CO)C[C@H]2C)cc1 | 9.2 | -2.3
C[C@H]1CN([C@@H](C)CO)C(=O)c2cc(NC(=O)Cc3cn(C)c4ccccc34)ccc2O[C@H]1CN(C)Cc1ccc(-c2ccccc2)cc1 | 20.2 | .
C[C@H]1CN([C@@H](C)CO)C(=O)c2cc(NC(=O)CCC(F)(F)F)ccc2O[C@H]1CN(C)S(=O)(=O)c1ccccc1 | 6.7 | -35.5
C[C@H]1CN([C@@H](C)CO)C(=O)c2cc(NC(=O)c3ccncc3)ccc2O[C@H]1CN(C)Cc1ccncc1 | -5.2 | .
Cc1noc(C)c1NC(=O)N(C)C[C@H]1Oc2ccc(NC(=O)NC3CCCCC3)cc2CC(=O)N([C@H](C)CO)C[C@H]1C | -16.0 | 6.3
Cc1ccc(S(=O)(=O)N(C)C[C@@H]2Oc3ccc(NS(=O)(=O)c4ccc(Cl)cc4)cc3CC(=O)N([C@H](C)CO)C[C@H]2C)cc1 | -8.7 | 1.5
O=C(CCCCC(=O)N/N=C/c1cc(Br)cs1)NO | 13.5 | 8.8

Entries listed so far with a COOH group, in the order listed:
SMILES | T cruzi intra | INS-1E rescue
C[C@H](CO)N1C[C@H](C)[C@@H](CN(C)Cc2ccc(C(=O)O)cc2)Oc2c(NC(=O)Nc3cccc4ccccc34)cccc2C1=O | -2.4 | 7.5
C[C@@H]1CN([C@H](C)CO)C(=O)c2cccc(NC(=O)C3CCOCC3)c2O[C@H]1CN(C)Cc1ccc(C(=O)O)cc1 | -17.5 | -3.1

Returning to the listing with the 6 entries that preceded the break.
SMILES | T cruzi intra | INS-1E rescue
C[C@H]1CN([C@@H](C)CO)C(=O)c2cc(NC(=O)Cc3cn(C)c4ccccc34)ccc2O[C@H]1CN(C)Cc1ccc(-c2ccccc2)cc1 | 20.2 | .
C[C@H]1CN([C@@H](C)CO)C(=O)c2cc(NC(=O)CCC(F)(F)F)ccc2O[C@H]1CN(C)S(=O)(=O)c1ccccc1 | 6.7 | -35.5
C[C@H]1CN([C@@H](C)CO)C(=O)c2cc(NC(=O)c3ccncc3)ccc2O[C@H]1CN(C)Cc1ccncc1 | -5.2 | .
Cc1noc(C)c1NC(=O)N(C)C[C@H]1Oc2ccc(NC(=O)NC3CCCCC3)cc2CC(=O)N([C@H](C)CO)C[C@H]1C | -16.0 | 6.3
Cc1ccc(S(=O)(=O)N(C)C[C@@H]2Oc3ccc(NS(=O)(=O)c4ccc(Cl)cc4)cc3CC(=O)N([C@H](C)CO)C[C@H]2C)cc1 | -8.7 | 1.5
O=C(CCCCC(=O)N/N=C/c1cc(Br)cs1)NO | 13.5 | 8.8
CC(C)NC(=O)Nc1ccc2c(c1)C(=O)N([C@H](C)CO)C[C@H](C)[C@@H](CN(C)Cc1ccc(C(=O)O)cc1)O2 | 1.2 | 3.8
C[C@@H]1CN([C@@H](C)CO)C(=O)c2cccc(NS(C)(=O)=O)c2O[C@H]1CN(C)Cc1ccc(C(F)(F)F)cc1 | -1.3 | 0.9
COc1ccc(NC(=O)Nc2ccc3c(c2)C(=O)N([C@@H](C)CO)C[C@H](C)[C@@H](CN(C)C(=O)Nc2ccc4c(c2)OCO4)O3)cc1 | -19.5 | 2.4
CNC[C@H]1Oc2ccc(NC(=O)CCN3CCOCC3)cc2CC(=O)N([C@@H](C)CO)C[C@@H]1C | -24.2 | 6.3
C[C@H](CO)N1C[C@H](C)[C@H](CN(C)S(=O)(=O)c2ccccc2C#N)OCc2cnnn2CCCC1=O | -7.5 | -1.2
C[C@@H]1CN([C@@H](C)CO)C(=O)c2cc(N(C)C)ccc2O[C@@H]1CN(C)C(=O)Nc1ccc2c(c1)OCO2 | 3.1 | 6.8
C[C@@H]1CN([C@@H](C)CO)C(=O)c2cccc(NC(=O)Nc3ccc(F)cc3)c2O[C@H]1CN(C)Cc1ccc(C(=O)O)cc1 | -20.8 | 9.8
C[C@H]1CN([C@@H](C)CO)C(=O)c2cccc(NC(=O)Nc3ccc4c(c3)OCO4)c2O[C@H]1CN(C)C(=O)Nc1cccc2ccccc12 | 2.9 | 2.8
C[C@@H]1CN([C@H](C)CO)C(=O)c2cc(NC(=O)Cn3cnnn3)ccc2O[C@H]1CN(C)Cc1ccc(C(=O)O)cc1 | -10.1 | 5.4
O=C(O)CCCCCC(=O)NN=C1CCCCCCC1 | -12.0 | 0.5
C[C@@H]1CN([C@H](C)CO)C(=O)CCCn2cc(nn2)CO[C@H]1CN(C)Cc1ccc(O)cc1 | -12.1 | .
Cc1noc(C)c1S(=O)(=O)Nc1ccc2c(c1)CC(=O)N([C@H](C)CO)C[C@@H](C)[C@H](CN(C)Cc1ccc(-c3ccccc3)cc1)O2 | 57.9* | -30.6
C[C@@H]1CN([C@@H](C)CO)C(=O)c2cc(NC(=O)CCCCCC(=O)Nc3ccccc3N)ccc2O[C@@H]1CN(C)C(=O)Nc1ccc(F)cc1 | -15.4 | 8.2
